Calpain2 inh = inhibitors of pig calpain II; purified calpain II, fluorogenic peptide substrate, 30 min; inhibition, % at 16 µM; actives 0.37% (n = 220,000); AID 1236;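 active means inhibition above about 50%, limit read from the data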
EBV gp42 inh = blocks Epstein-Barr virus glycoprotein 42 binding | Fluorescence polarization binding assay, mP read-out | inhibition, % (tested at 21.74 µM) | actives 0.42% (n = 220,000); in the data active means inhibition above about 50%
L929 necroptosis = blocks zVAD induced death of L929 cells; viability rescue, % at 10 µM; L929 zVAD necroptosis rescue, ATP luminescence, 24 h; with zVAD 60 µM; actives 0.38% (n = 220,000);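 active means activation, scaled between plate controls, above about 75%, limit read from the data; inactive means activation under that limit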;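 further: 0% = zVAD with DMSO and 100% = DMSO alone without zVAD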
Mdm2 ligase inh = blocks human Mdm2 ubiquitin ligase activity; actives 0.11% (n = 210,000); AID 1230; signal enhancement, % at 5 µM; cell-based MDM2 ubiquitination luciferase reporter, 2 h; 0 = plate control, 100 = twice control, blank-subtracted; Q00987;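 active means signal enhancement of 30% or more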;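 further: luminescence tracks abundance of the self-degrading MDM2-luciferase fusion protein; higher signal means inhibition of MDM2 E3 ligase activity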
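system = mammalian cells stably expressing self-ubiquitinating, self-degrading MDM2 E3–luciferase fusion | quantity = 2000 cells per well seeded | incubation = 4 h cell settling then 2 h compound exposure, 37 °C | signal = SteadyLite luminescence, 15 min reagent step | benchmarks = plate control and blank wells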
eIF4E-4G inh = blocks eIF4E binding to eIF4G; TR-FRET eIF4E-eIF4GI(517-606) binding, 2 h; inhibition, % at 21.7 µM; actives 0.37% (n = 220,000);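 active means inhibition above about 30%, limit read from the data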;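 further: 0% = full FRET control wells and 100% = background wells lacking eIF4GI fragment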
Cl transport mod = KCC2 (human) Cl- transport modulation; Q9H2X9; KCC2 cells, thallium flux FluoZin-2 fluorescence; B-score of Tl+ flux slope (higher = more flux/activation; lower = inhibition) at 10 µM; actives 2.2% (n = 190,000);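 active means thallium flux slope and its plate-corrected score both differing from the plate sample mean at a set confidence after two filtering rounds, in either direction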;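 further: slope of fluorescence scaled to starting intensity during 10 to 20 s after thallium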
Target sequence (Q9H2X9 whole entry, looked up): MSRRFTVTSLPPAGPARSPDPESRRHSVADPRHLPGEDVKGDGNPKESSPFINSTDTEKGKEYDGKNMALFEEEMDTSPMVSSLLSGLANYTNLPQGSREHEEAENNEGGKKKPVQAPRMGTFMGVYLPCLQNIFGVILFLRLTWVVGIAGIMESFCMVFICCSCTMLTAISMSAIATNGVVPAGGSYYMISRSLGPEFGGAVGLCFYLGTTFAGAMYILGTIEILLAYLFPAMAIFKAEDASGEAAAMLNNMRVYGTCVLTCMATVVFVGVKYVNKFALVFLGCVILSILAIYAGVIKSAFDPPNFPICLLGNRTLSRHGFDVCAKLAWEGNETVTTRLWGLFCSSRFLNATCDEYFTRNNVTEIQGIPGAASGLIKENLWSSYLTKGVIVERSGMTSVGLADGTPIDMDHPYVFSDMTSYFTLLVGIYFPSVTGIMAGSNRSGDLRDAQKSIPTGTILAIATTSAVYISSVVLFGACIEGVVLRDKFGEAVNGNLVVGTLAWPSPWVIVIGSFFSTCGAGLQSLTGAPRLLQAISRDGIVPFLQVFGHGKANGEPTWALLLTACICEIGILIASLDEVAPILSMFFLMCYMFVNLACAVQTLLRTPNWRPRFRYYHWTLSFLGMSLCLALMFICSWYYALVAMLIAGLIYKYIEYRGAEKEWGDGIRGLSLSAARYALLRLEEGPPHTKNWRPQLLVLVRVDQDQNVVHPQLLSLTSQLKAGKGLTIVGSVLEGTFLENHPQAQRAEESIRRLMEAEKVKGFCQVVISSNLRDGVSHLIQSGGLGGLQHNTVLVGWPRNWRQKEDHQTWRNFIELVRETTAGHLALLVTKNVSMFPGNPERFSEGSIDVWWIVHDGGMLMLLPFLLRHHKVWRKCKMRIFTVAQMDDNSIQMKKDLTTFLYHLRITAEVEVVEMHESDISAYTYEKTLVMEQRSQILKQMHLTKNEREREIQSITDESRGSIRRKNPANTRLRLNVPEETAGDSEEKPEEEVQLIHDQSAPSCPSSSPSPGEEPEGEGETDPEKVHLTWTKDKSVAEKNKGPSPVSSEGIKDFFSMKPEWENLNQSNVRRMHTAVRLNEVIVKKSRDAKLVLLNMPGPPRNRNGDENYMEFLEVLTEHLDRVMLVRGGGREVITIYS
Rad51 HR inh = blocks human Rad51 in homologous recombination; hRad51 DNA strand exchange, fluorescence dequenching; inhibition, % at 10 µM; actives 0.085% (n = 200,000); AID 1385;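 active means inhibition above 40% at the single screening dose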;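 further: 0% = DMSO control wells and 100% = blanks with heterologous ssDNA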
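System: hRad51 filaments on single-stranded DNA; reagent: Fluorescein- and BHQ1-tagged 47-mer duplex; compound dosing: one concentration, 10 µM final; timing: filaments 15 min 37 °C, then compound 30 min; measured by: fluorescein emission 520 nm, excitation 485 nm; benchmarks: per-plate controls and blanks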
TNF necrop inh = inhibitors of TNF-alpha induced necroptosis in Jurkat FADD-/- cells; Jurkat FADD-/- TNF necroptosis rescue, ATP luminescence, 24 h; 0 = TNF only, 100 = no-TNF cells; AID 463075; actives 0.068% (n = 220,000); activation (protection from cell death), % at 10 µM;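 active means activation, meaning protection from cell death, of at least 50% relative to plate controls; inactive means activation below 50%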;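 further: necroptosis triggered by 40 ng/mL TNF-alpha added together with compound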
PERK inhibitor = blocks human PERK kinase | Q9NZJ5 | AID 1416 | actives 0.17% (n = 220,000) | CHO PERK-DD fusion, SEAP luminescence translation reporter | inhibition, % at 5.6 µM;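 active means inhibition above the mean inhibition of all tested compounds plus 3 SD, set separately per screening campaign, cut at about 2.9% in these data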;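 further: PERK kinase domain activated by AP20187 dimerizer at 100 nM; 0% = DMSO with dimerizer and 100% = rapamycin at 8.4 µM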
* hit, by the source's call; . = no result given; [ ] = dose if it differs, or a comment.

Each structure is followed by: Calpain2 inh	EBV gp42 inh	L929 necroptosis	Mdm2 ligase inh	eIF4E-4G inh	Cl transport mod	Rad51 HR inh	TNF necrop inh	PERK inhibitor
> COc1ccc(NC(=O)C2CCCN2S(=O)(=O)c2ccc(F)cc2)cc1 (centres undefined)
    -39	1	-0.7	-4	3[fluorescence artefact?]	.	-2	1.7	-0.2
> COc1ccccc1CNC(=O)c1ccc(NS(=O)(=O)c2c(C)noc2C)cc1
    -3	-15	0.6	-2	-9	0.29	10	-1.6	0.2
> c1ccc(C2OC3c4cccc5cccc(c45)C3N2c2ccccc2)cc1 (centres undefined)
    6	-14	-0.9	-10	-5	0.0032	-6	-2.4	-0.6
> Cc1ccnc2nc(C(=O)Nc3cc(Cl)ccc3N3CCOCC3)nn12
    -46	5	0.0	11	-1	-1.1	-12	-1.6	0.5
> O=C(Oc1ccccc1)Oc1ccc2c(c1)oc(=O)c1ccccc12
    14	-3	-0.1	1	2	.	4	-5.9	0.0
> O=C1CCCCc2sc(Br)c([N+](=O)[O-])c2N1
    -23	-6	49	-21	6	-0.85	.	-30	2.8
> O=C(/C=C/c1ccccc1)NNC(=O)C1CC1
    -38	-3	0.4	-16	0[fluorescence artefact?]	0.27	0	0.7	0.1
> FC(F)(F)c1cc(Cl)c2nc(-c3ccccc3)cn2c1
    -48	-19	-0.1	-40	-3	0.071	17	-1.9	0.0
> Oc1ccc(/C=N\Nc2nncc(-c3ccccc3)n2)cc1
    -21	-11	0.1	.	-1	-0.76	.	-2.4	1.3
> CC(Oc1ccc(-n2cnnn2)cc1)C(=O)O (centres undefined)
    11	4	1.3	-6	-2	0.12	6	-0.1	0.5
> Cn1c(SCC(=O)Nc2cccc(O)c2)nnc1-c1ccc(S(=O)(=O)N2CCOCC2)cc1
    2	-29	1.8	-13	.	.	-3	-0.5	-0.4
> Cc1ccc(/C=N/NC(=O)Nc2ccccc2)o1
    6	-7	1.1	-12	11[fluorescence artefact?]	-0.3	-26	1.0	0.3
> Cc1ccccc1NC(=O)c1c2c(nc3ccccc13)CCC2
    -32	-13	1.4	-9	4	0.092	2	0.1	1.4
> COc1ccc(C(=O)N/N=C/c2sc(N3CCOCC3)nc2-c2ccccc2)cc1OC
    -186	-36	0.1	-20	-5	-1.5	-7	-5.5	-0.2
> Cc1sc2ccc3sccc3c2[n+]1C
    -42	-5	-1.9	-5	-1	0.91	-5	-1.8	1.9
> COc1ccc(C2(O)CC3CCC(C2)N3c2nc(C)cc(C)c2C#N)cc1 (centres undefined)
    -203	-29	1.7	-7	5	.	1	-2.1	-1.4
> O=C(OCC(F)(F)F)c1cccc(COc2ccc3ccccc3c2)c1
    -19	-10	-0.8	-5	2	0.81	8	-2.0	1.3
> CCOc1ccc(-c2csc(Cn3c(CN4CCN(C)CC4)nc4ccccc4c3=O)n2)cc1
    9	9	1.1	-12	-1	-1.5	6	-5.8	-0.5
> COc1cc(/C=N/NC(=O)c2cc(-c3cccs3)nc3ccccc23)ccc1O
    -22	8	0.7	-8	-5	-0.014	-2	-2.5	0.5
> CN1C(C(=O)NCc2ccccc2)CC2Cn3c(nc4ccccc43)C21 (centres undefined)
    -12	-4	-0.6	7	-2	-0.0032	-4	1.0	.

5 entries out of the list, sorted by length of the SMILES, smallest number first.
Each structure is followed by: Calpain2 inh	EBV gp42 inh	L929 necroptosis	Mdm2 ligase inh	eIF4E-4G inh	Cl transport mod	Rad51 HR inh	TNF necrop inh	PERK inhibitor
> Cc1ccc(/C=N/NC(=O)Nc2ccccc2)o1
    6	-7	1.1	-12	11[fluorescence artefact?]	-0.3	-26	1.0	0.3
> Oc1ccc(/C=N\Nc2nncc(-c3ccccc3)n2)cc1
    -21	-11	0.1	.	-1	-0.76	.	-2.4	1.3
> O=C(OCC(F)(F)F)c1cccc(COc2ccc3ccccc3c2)c1
    -19	-10	-0.8	-5	2	0.81	8	-2.0	1.3
> Cc1ccnc2nc(C(=O)Nc3cc(Cl)ccc3N3CCOCC3)nn12
    -46	5	0.0	11	-1	-1.1	-12	-1.6	0.5
> CN1C(C(=O)NCc2ccccc2)CC2Cn3c(nc4ccccc43)C21 (centres undefined)
    -12	-4	-0.6	7	-2	-0.0032	-4	1.0	.

(cont.)
Each structure is followed by: Calpain2 inh	EBV gp42 inh	L929 necroptosis	Mdm2 ligase inh	eIF4E-4G inh	Cl transport mod	Rad51 HR inh	TNF necrop inh	PERK inhibitor
> COc1ccc(-n2c(=O)c3c4c(sc3n(CC(=O)NCc3ccco3)c2=O)CCC4)c(OC)c1
    -23	-6	-0.5	1	8[fluorescence artefact?]	-0.1	-1	1.1	-0.9
> Cc1ccc(-n2c(-c3ccccc3)cc(/C=N/NC(=O)CC#N)c2-c2ccccc2)cc1
    -65	0	-0.5	-5	-2	0.061	8	-1.7	0.8
> CCN(CC)S(=O)(=O)c1ccc2c(c1)nc(CCC(=O)O)n2CC
    -5	12	0.9	1	-3	1.4	-4	0.8	0.2
> CCCOc1ccc(Cc2nn[nH]n2)cc1
    20	-8	0.3	-6	-4	0.69	-2	1.2	0.6
> CCOC(=O)c1ccc(NC(=O)NC2CC3CCC(C2)N3C(=S)NC)cc1 (centres undefined)
    -29	-10	59	-14	4	0.039	22	3.7	0.4
> COc1ccc(N(CC(=O)NC(C)(C)C)C(=O)c2ccco2)cc1
    -4	-16	-0.2	-32	-6	0.59	-2	-2.5	0.3
> COc1ccc(NS(=O)(=O)c2ccc(O)c(C(=O)OCC(=O)NC3CCCCC3)c2)cc1
    13	-10	1.3	-5	-3	-1.1	9	1.0	0.5
> NS(=O)(=O)c1ccc(CNS(=O)(=O)c2cccc3nonc23)cc1
    -2	-5	-0.1	7	-1	0.51	20	1.1	2.7
> COC(=O)c1cc(Cl)c(NC(=O)c2ccco2)cc1OC
    8	-6	0.1	-11	-3	.	6	-3.6	0.5
> CNc1nc(=S)[nH]c2ccccc12
    -6	-2	0.6	-11	-8	0.9	7	1.7	2.1
> COCCn1c(Cc2cccn2C)nnc1SCC(=O)NCc1ccc2c(c1)OCO2
    6	4	1.8	-22	3	0.083	.	1.1	-0.6
> CCCCSc1nnc(-c2ccc(C)cc2)c2ccccc12
    52*	7	1.0	-10	-1	0.73	1	3.1	0.3
> C=CCn1c(SCC(=O)c2ccc(O)c(O)c2)nnc1-c1cccnc1
    3	10	0.6	-1	9	.	7	0.9	0.5
> Cc1ccccc1Nc1cc(C(=O)NCc2ccco2)c2ccccc2n1
    3	-6	-0.6	-10	4	1.1	-8	2.6	-0.2
> Cc1cc(OCCCCCNCCO)ccc1Cl
    16	-17	0.9	-7	3	0.64	-6	2.5	0.1
> Cc1ccc(NC(=O)CSc2nnc(C)c(=O)[nH]2)cc1C
    -41	-20	11	23	-2	0.63	3	-0.7	0.6
> C=CCNC(=S)NNC(=O)c1csc(C)c1CC
    0	-13	-0.7	-6	0	0.24	-14	-0.4	0.4
> O=C(NN=C1CCCCCC1)NC1CCCCC1
    17	6	0.3	-6	-12	-0.54	-10	-0.5	0.4
> CC(C)(C)C(=O)O/N=C(\N)c1ccc([N+](=O)[O-])s1
    2	-19	-0.8	0	7	-0.0092	1	-9.7	1.3
> O=C(O)CCCC(=O)Nc1ccc(Oc2cccc(C(F)(F)F)c2)nc1
    -17	2	0.5	-1	2	-0.072	-4	0.3	0.8
> COc1ccc(-c2nnc(SCc3ccccc3F)o2)cc1
    18	0	1.0	-30	-2	-0.66	-14	0.5	0.6
> Cn1nc(-c2ccc(C(=O)Nc3ccc(F)cc3)cc2)c2ccccc2c1=O
    -21	-13	47	0	16	0.022	8	0.2	-0.4
> COc1ccc(CN2CCC(CO)(Cc3ccccc3C(F)(F)F)CC2)c(F)c1
    17	-10	-0.7	-25	-2	0.14	.	2.7	0.2
> Cn1c(SCc2ccccn2)nnc1-c1ccncc1
    5	-12	1.5	-25	-6	0.078	1	2.3	1.0
> CCOC(=O)C1(C)C=C(Nc2ccccc2)C(=O)N1c1ccccc1 (centres undefined)
    3	-5	-1.3	-9	0	0.51	-5	1.4	0.6
> CCCC1N2CC3([N+](=O)[O-])CN1CC([N+](=O)[O-])(C2)C3(C)C (centres undefined)
    -6	-9	4.0	-15	-2	-0.051	2	1.5	1.1
> O=C(CN1C(=O)COc2ccccc21)N(Cc1cccnc1)Cc1cccc(F)c1
    -20	-10	-0.4	-17	-8	-0.69	-7	-0.7	-0.7
> CSc1ccc(CN(C)C(C)C(=O)NCc2ccccc2)cc1 (centres undefined)
    0	-3	1.5	-8	-2	-0.86	2	3.7	1.0
> CCOCC(=O)Nc1c(C(=O)Nc2ccc3c(c2)OCCO3)oc2ccccc12
    6	1	5.6	-19	-3	-0.22	6	-7.1	-0.5
> Cc1ccc(SC(CC(=O)c2ccc(C(C)(C)C)cc2)C(=O)O)cc1 (centres undefined)
    -30	2	-1.3	-4	-1	-2	17	-9.4	0.1
> CCOC(=O)c1cccc(Nc2nc(C)cc(C)n2)c1
    -22	-23	0.7	-8	0	-0.39	10	0.8	0.3
> COc1ccc(-n2c(=O)c3c4c(sc3n3c(=S)[nH]nc23)CCCC4)cc1
    -10	-8	1.0	-11	10[fluorescence artefact?]	-1.5	-9	1.1	-0.5
> CCCC(=O)Nc1sc(C)c(-c2ccc(C(C)CC)cc2)c1C#N (centres undefined)
    -19	-17	0.4	-19	-6	0.32	-3	-0.9	-0.4
> NC(=O)CSC1=Nc2ccccc2C2=NC(c3ccccc3)C(=O)N12 (centres undefined)
    -139	-2	3.0	-7	16	0.052	16	0.0	2.2
> Cc1ccc(CSc2ccc(C(=O)N3CCOCC3)cc2[N+](=O)[O-])cc1
    -20	2	0.2	-6	-5	-0.032	-2	1.3	1.0
> Clc1ccc(OCCSCc2nc3ccccc3[nH]2)cc1
    -28	-23	-0.1	-14	6	.	-16	-1.5	-0.8
> O=C(NCc1ccccn1)c1cnc2sccn2c1=O
    -22	-13	0.4	1	13	0.72	-5	0.7	0.2
> Cc1cc(OCC(=O)NCCCN(C)C)cc(C)c1Br
    1	-24	0.5	0	-1	.	8	1.9	-1.1
> O=C(Nc1ccc(-c2csc(Nc3ccc(Cl)cc3)n2)cc1)c1cccc(C(F)(F)F)c1
    -45	-8	82*	16	-5	1.2	-10	7.8	.
> CCOC(=O)C1=C(c2ccccc2)N=c2s/c(=C\c3cc(OC)c(OC)c(OC)c3)c(=O)n2C1c1cccs1 (centres undefined)
    -36	-5	-0.2	-16	7	.	.	-8.4	-0.1
> Cc1cc2ccccn2c1C(=O)c1ccc(Cl)cc1
    -1	-12	0.7	4	-3	-0.32	-8	-2.4	1.4
> Cc1ccc(CNC(=O)c2ccc3c(=O)c(O)c(-c4ccc(C)cc4)[nH]c3c2)cc1
    -108	-16	1.5	15	-3	0.73	3	-20	.
> NC(=O)C1CCCN(C(=O)c2ccc(Cl)cc2)C1 (centres undefined)
    -27	-27	0.1	-10	-15[fluorescence artefact?]	.	7	-0.9	1.2
> Cc1nc(C)c(/C(O)=C\c2nc3ccc([N+](=O)[O-])cc3oc2=O)o1
    -11	-11	0.2	.	-6	1.1	.	5.6	1.3
> CCOc1ccccc1NC(=O)CSc1nccn1-c1ccccc1
    12	-13	-0.1	-6	1	-4.8*	.	1.6	-0.2
> O=c1[nH]c(-c2ccccc2)nc2sc(-c3ccccc3)cc12
    -428	-14	7.2	-9	2	-0.19	-32	-4.0	-0.8

Assay outcomes (PubChem)
